Assay outcomes from PubChem BioAssay.
Vif-A3F inh = qHTS for Inhibitors of Vif-A3F Interactions: qHTS; 0.2% of 390,000 active; HeLa A3F-eYFP + Vif (tagged APOBEC3F with the HIV-1 protein that degrades it), YFP fluorescence increase; Potency, µM (doses to about 46.1 µM), without a hit: at the top dose activity, negative = active; further: % of control where 0% means no effect; nearly all actives have a fitted effect of over 65% in size
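HeLa cells stably expressing Vif plus C-terminally eYFP-tagged A3F were seeded, incubated overnight at 37 deg C, dosed with compound, incubated overnight again at 37 deg C. Yellow fluorescence (Ex 488/Em 500-530) reported blocked Vif-mediated A3F-eYFP degradation.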
12-LOX inh = Primary qHTS assay for inhibitors of human arachidonate 12S-lipoxygenase (ALOX12): Round 2 | Polyunsaturated fatty acid lipoxygenase ALOX12 (Homo sapiens), P18054 | purified 12hLO, xylenol orange hydroperoxide absorbance | Potency, µM (series often up to 108 µM), without a hit: at the highest dose activity change, negative = inhibition, hits mostly inhibitors | 1.1% of 580,000 active | AID 1671190, 2021; further: on the % scale 0 is the no-effect control and ±100 the full control effect
Target sequence (P18054 whole entry, looked up): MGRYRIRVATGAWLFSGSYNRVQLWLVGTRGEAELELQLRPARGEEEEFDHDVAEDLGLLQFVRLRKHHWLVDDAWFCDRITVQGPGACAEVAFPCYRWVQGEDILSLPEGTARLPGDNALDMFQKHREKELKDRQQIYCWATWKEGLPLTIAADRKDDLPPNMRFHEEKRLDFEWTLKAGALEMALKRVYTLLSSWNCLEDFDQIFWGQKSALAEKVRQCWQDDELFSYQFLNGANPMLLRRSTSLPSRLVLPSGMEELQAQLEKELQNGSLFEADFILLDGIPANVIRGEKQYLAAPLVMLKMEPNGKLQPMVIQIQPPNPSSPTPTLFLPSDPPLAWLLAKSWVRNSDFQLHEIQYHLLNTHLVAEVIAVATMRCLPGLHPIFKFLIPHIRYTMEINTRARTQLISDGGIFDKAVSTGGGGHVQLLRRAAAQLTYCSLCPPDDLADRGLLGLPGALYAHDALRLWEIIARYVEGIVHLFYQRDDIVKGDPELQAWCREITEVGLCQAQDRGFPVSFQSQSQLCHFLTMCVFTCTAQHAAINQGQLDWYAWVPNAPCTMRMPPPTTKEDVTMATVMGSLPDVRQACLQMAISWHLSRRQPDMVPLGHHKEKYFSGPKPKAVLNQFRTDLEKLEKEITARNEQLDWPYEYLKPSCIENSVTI
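Purified human 12hLO (150 nM final) in 25 mM Hepes, 0.01% Triton X-100, pH 7.0 was preincubated 15 min at room temperature with compound. Then 40 uM arachidonic acid was added, 30 min. Hydroperoxide was read by Fe-XO absorbance ratio 573/405 nm.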
USP1 inh = Inhibitors of USP1/UAF1: Primary Screen; Ubiquitin carboxyl-terminal hydrolase 1 (Homo sapiens), O94782; recombinant USP1/UAF1, Ub-Rhodamine cleavage fluorescence; Potency, µM (titrated, usually from 57.1 µM), for the others: at the highest dose activity change, negative = inhibition, most hits filed as inhibitors; AID 743255, 2014; 0.23% of 390,000 active; further: on the % scale 0 is the no-effect control and ±100 the full control effect; nearly all actives have a fitted effect of over 60% in size; inactives centre near -12
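USP1/UAF1 complex (1 nM) preincubated 15 min at room temperature with compound, then Ub-Rho substrate (150 nM final) added. Kinetic fluorescence at 480/540 nm over 6 reads at 60 s intervals; 50 mM HEPES pH 7.8, 0.5 mM EDTA, 0.1 mg/ml BSA, 1 mM TCEP, 0.01% Tween-20.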
Vif-APOBEC3G blk = qHTS for Inhibitors of Vif-A3G Interactions: qHTS; DNA dC->dU-editing enzyme APOBEC-3G (Homo sapiens), Q9HC16; HeLa A3G-eYFP + Vif (tagged APOBEC3G with the HIV-1 protein that degrades it), YFP fluorescence, overnight; Potency, µM (series often up to 46.1 µM), for the others: top-dose activity, negative = active, usual class: inhibitors; 0.076% of 410,000 active;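 further: on the % scale 0 is the no-effect control and ±100 the full control effect; nearly all actives have a fitted effect of over 60% in size; hits raise eYFP signal because A3G escapes Vif-driven loss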
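Read-out is eYFP fluorescence (Ex 488/Em 500-530) from Vif-expressing HeLa A3G-eYFP cells; more signal means A3G escaped Vif-mediated degradation. Cells plated overnight, compound pinned in, incubated overnight at 37 deg C.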
RGS4 inhibitor = Inhibitors of Regulator of G Protein Signaling (RGS) 4: qHTS | Regulator of G-protein signaling 4 (Homo sapiens), P49798 | Transcreener GDP fluorescence polarization, RGS4-accelerated GTP hydrolysis | Potency, µM (doses to about 114 µM), inactives show at the top dose activity change, negative = inhibition, actives largely listed as inhibitors | 0.039% of 390,000 active; further: on the % scale 0 is the no-effect control and ±100 the full control effect; nearly all actives have a fitted effect of over 75% in size; some results filed as inactive show a strong effect at the top dose
Target sequence (P49798 whole entry, looked up): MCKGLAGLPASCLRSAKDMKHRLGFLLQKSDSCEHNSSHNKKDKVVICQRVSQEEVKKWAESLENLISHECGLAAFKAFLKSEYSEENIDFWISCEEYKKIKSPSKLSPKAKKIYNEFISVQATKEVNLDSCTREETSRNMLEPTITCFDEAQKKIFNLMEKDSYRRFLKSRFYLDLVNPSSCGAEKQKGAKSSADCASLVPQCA
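MLSMR compounds (23 nl, pin-transferred) preincubated 10 min at room temperature with a 500nM (2x) first reagent, then RGS4 at 900nM (2x) plus Transcreener GDP mix added; fluorescence polarization (620/688 nm) read before and after 90 min at 30 °C.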
TrxR1 substrate = qHTS Assay for Substrates of Mammalian Selenoprotein Thioredoxin Reductase 1 (TrxR1): qHTS; Thioredoxin reductase 1, cytoplasmic (Rattus norvegicus), O89049; purified TrxR1 substrate turnover, NADPH consumption readout; Potency, µM (doses to about 114 µM), inactives show at the highest dose activity change, negative = substrate turnover; 0.01% of 390,000 active; AID 588456, 2011; further: on the % scale 0 is the no-effect control and ±100 the full control effect; nearly all actives have a fitted effect of over 50% in size
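Rat TrxR1, dispensed at 90 nM, was prereduced with 400 uM NADPH (final) for 5 min at ~22 deg C, then incubated with compound 15 min before 400 uM selenite. A first-read NADPH fluorescence drop versus no-compound background flagged substrates.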
RXFP1 ag = qHTS Assay for Agonists of the Relaxin Receptor RXFP1; Potency, µM (doses to about 57.5 µM), without a hit: at the highest dose activation, usual class: activators; HEK293T-RXFP1 cAMP TR-FRET, 30 min; response scale: percent of porcine relaxin response, buffer zero; 0.3% of 370,000 active; further: on the % scale 0 is the no-effect control and ±100 the full control effect; nearly all actives have a fitted effect of over 60% in size; many of its hits are not listed in these tables
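Agonist response is measured as cAMP accumulation in an RXFP1-transfected HEK293T line under PDE4 inhibition. Values are scaled between buffer-only and 29 nM porcine relaxin, and EC50s come from standard Hill equation fits.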
mIDH1 inhibitor = qHTS for Inhibitors of mutant isocitrate dehydrogenase 1 (IDH1): qHTS; Isocitrate dehydrogenase [NADP] cytoplasmic (Homo sapiens), O75874; IDH1-R132H enzyme, NADPH consumption, diaphorase/resazurin fluorescence; Potency, µM (top dose mostly 76.6 µM), without a hit: top-dose activity change, negative = inhibition, most hits filed as inhibitors; 0.093% of 390,000 active; further: on the % scale 0 is the no-effect control and ±100 the full control effect; nearly all actives have a fitted effect of over 65% in size
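IDH1-R132H (0.5 ug/mL) preincubated 30 min with compound, then NADPH (0.016 mM) and alpha-KG (2 mM) added; 80 min at RT, pH 7.5. Remaining NADPH coupled via diaphorase/resazurin to fluorescence (540/590 nm); concentration-response curves normalized to no-enzyme control.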
TrxR1 inh = qHTS Assay for Inhibitors of Mammalian Selenoprotein Thioredoxin Reductase 1 (TrxR1): qHTS. Thioredoxin reductase 1, cytoplasmic (Rattus norvegicus), O89049. recombinant rTrxR1, NADPH fluorescence consumption, selenite substrate. Potency, µM (doses to about 114 µM), for inactives: top-dose activity change, negative = inhibition, usual class: inhibitors. 1% of 390,000 active. AID 588453, 2011; further: on the % scale 0 is the no-effect control and ±100 the full control effect; nearly all actives have a fitted effect of over 65% in size
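Rat TrxR1 (90 nM in the dispensed reagent) was pre-reduced with 400 uM NADPH for 5 min at room temperature, then incubated with compound for 15 min. After 400 uM selenite was added, NADPH fluorescence (Ex 340/Em 450 nm) was followed for 8 min.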
* = called active by the depositor; u = inconclusive; x = not tested or not shown; & = joins results of further samples; [ ] = dose if it differs, or a comment. The call rests on the fitted dose curve; in most records, active means well fitted curve in the direction sought with a large enough effect; inconclusive means small, poorly fitted or top-dose-only effect, or another doubt; inactive means no such curve, though single readings can be large; an effect the other way counts as inactive or inconclusive. Potency means the concentration at half of the fitted maximal effect. An excerpt, so the mix of outcomes need not match the whole.

SMILES	Vif-A3F inh	12-LOX inh	USP1 inh	Vif-APOBEC3G blk	RGS4 inhibitor	TrxR1 substrate	RXFP1 ag	mIDH1 inhibitor	TrxR1 inh
COc1ccc(CC2SC(N)=NC2=O)cc1 (configuration not stated)	8%	12%	-18%	-2%	5%	6%[57.1 µM]	1.8%	-4%	13%[57.1 µM]
O=C(NC(NC(=S)Nc1c(Cl)cccc1Cl)C(Cl)(Cl)Cl)c1cccc([N+](=O)[O-])c1 (configuration not stated)	u	u	-20%	u	-53%	-2%	-1.7%	8%	-14%
Cc1nc(C(=O)NNC(=O)c2ccc(Cl)cc2)cs1	2%	22%	3%	0%	-40%	3%	0.3%	-13%	9%
Cc1cccc(NC(=O)c2nc[nH]c2C(=O)N[C@@H](CC(C)C)C(=O)OCc2ccccc2)c1	-2%	-9%	-26%	-1%	7%	3%[57.1 µM]	0.0%	1%	18%
O=C(NC1CCCCC1)N1CCCC(c2nc3ccccc3[nH]2)C1 (configuration not stated)	3%	8%	-23%	-5%	-22%	5%	0.2%	6%	28%
CCCOc1cccc(C(=O)Nc2ccc(-c3nc4ccccc4o3)cc2)c1	1%	-28%	u	-2%	-8%	98%[activator]	26%	-7%	81%[activator]
O=C(CCN1C(=O)/C(=C\c2ccccc2F)SC1=S)N1CCOCC1	-25%	u	-2%	1%	x	x	x	9%	x
Cc1ccc(N(C(=O)C2CCC(=O)N2)C2(C(=O)NC3CCCC3)CCCCC2)cc1 (configuration not stated)	0%	0%	-18%	-3%	11%	-1%	0.0%	0%	-13%
CS(=O)(=O)OCCCCOS(C)(=O)=O	-4%	u	-10%	0%	-3%	-4%	x	-3%	-9%
Cc1cc(NC(=O)CSc2ccc3c(c2)OCCO3)no1	0%	u	-19%	2%	-35%	-8%[57.1 µM]	0.0%	6%	16%[57.1 µM]
O=C(NCCOc1ccc(Cl)cc1)c1ccc2c(c1)OCCO2	5%	-21%	-10%	1%	12%	-8%	-0.6%	-4%	21%
CC(CCC(=O)O)C1CCC2C3CC(O)C4CC(O)CC[C@]4(C)C3CCC12C (some centres not stated)	2%	18%	-23%	3%	-4%	2%	x	-16%	18%

Just 12-LOX inh and mIDH1 inhibitor (2 entries from above):
| SMILES | 12-LOX inh | mIDH1 inhibitor |
| --- | --- | --- |
| CS(=O)(=O)OCCCCOS(C)(=O)=O | u | -3% |
| O=C(NC1CCCCC1)N1CCCC(c2nc3ccccc3[nH]2)C1 (configuration not stated) | 8% | 6% |

The list goes on.
SMILES	Vif-A3F inh	12-LOX inh	USP1 inh	Vif-APOBEC3G blk	RGS4 inhibitor	TrxR1 substrate	RXFP1 ag	mIDH1 inhibitor	TrxR1 inh
O=CN1CCN(CC(O)Cn2c3ccccc3c3ccccc32)CC1 (configuration not stated)	-4%	u	-14%	1%	-15%	-1%	-0.2%	0%	20%
CCc1cnccc1CCC(=O)Nc1ccccc1C	u	0%	-22%	0%	-11%	3%	x	-5%	22%
COc1ccc(C(=O)c2sc3nc4c(c(C(F)(F)F)c3c2N)CN(C(C)=O)CC4)cc1OC	22µM*	0%	40µM*	u	-20%	-11%	8.8%	8%	-1%
CCCCn1c(N)c(N(CCOC)C(=O)COC(=O)Cc2cccc(OC)c2)c(=O)[nH]c1=O	-11%	-6%	-4%	1%	13%	-11%	2.9%	4%	-6%
COc1cc2cc(Oc3ccc4ccc(=O)oc4c3)c(=O)oc2cc1O[C@@H]1O[C@H](CO)[C@@H](O)[C@H](O)[C@H]1O	-6%	-26%	u	-5%	u	20%	x	0%	4%
COP(=O)(OC)c1nc(-c2ccccc2)oc1N1CCOCC1	-18%	-20%&20%	-8%	-2%	-11%	44%[activator][57.1 µM]	7.7%	7%	-3%[57.1 µM]
O=C(COC(=O)CNC(=O)c1sc2ccccc2c1Cl)Nc1c(Cl)cc(Cl)cc1Cl	-17%	-12%	-16%	1%	-16%	-20%[57.1 µM]	5.6%	6%	17%[57.1 µM]
O=C(N/N=C/c1cccs1)c1ccc2ncccc2c1	-46%	-1%	u	-13%	11%	-3%	-1.1%	0%	4%
CCC(=O)Nc1ccccc1Nc1cc(C#N)c(C#N)cc1[N+](=O)[O-]	-5%	-11%	-22%	2%	-15%	-1%	-2.6%	3%	8%
O=C1c2ccccc2C(=O)c2c1ccc1c(=O)n(C3CCCCC3)[nH]c21	10%	-5%	-15%	-5%	-21%	2%	-2.0%	5%	26%
CCOC(=O)N1CCN(C(=O)c2ccc(NS(=O)(=O)c3ccc(F)cc3)cc2)CC1	-11%	3%	-5%	2%	-22%	1%	-0.1%	3%	7%
CC(=O)Nc1ccc(S(=O)(=O)NN=c2sc3ccccc3n2C)cc1N	0%	-25%	-17%	-9%	x	x	x	12%	x
Cn1c(=O)[nH]c(=O)c2[nH]c(N(Cc3ccccc3)Cc3ccccc3)nc21	-5%	0%&7%	-9%	-3%	-40%	-2%[57.1 µM]	0.8%	-8%	-19%[57.1 µM]
O=C1CC(N2CCN(c3ccc(F)cc3)CC2)C(=O)N1c1ccc(F)cc1 (configuration not stated)	6%	14%	-25%	5%	-4%	-2%	-0.4%	-4%	6%
Cc1cccc(/C=N/N2CCN(c3ccccc3)CC2)c1	-11%	-1%	-3%	-3%	3%	-3%	0.3%	6%	12%
COc1ccc(NC(=O)CO/N=C2/CCCc3nonc32)c(OC)c1	7%	-9%	-11%	-1%	-11%	-8%	2.2%	0%	6%[57.1 µM]
CCOc1ccc(-n2c(SCC(=O)Nc3cc(C)on3)nnc2-c2c[nH]c3ccccc23)cc1	-7%	-5%	-15%	-1%	-11%	3%	1.8%	-11%	8%
Brc1ccc(-c2ccc(/C=N/Nc3nc(N4CCOCC4)nc(N4CCOCC4)n3)o2)cc1	7%	-7%	-13%	0%	-9%	8%	1.2%	11%	6%
CCOC(=O)c1ccc2c(c1)nc(COc1ccc3ccccc3c1)n2CC	-9%	-7%	-2%	-16%	-16%	-2%[57.1 µM]	2.5%	-2%	8%[57.1 µM]
C=CCn1c(C)cc(C(=O)COc2ccc(N(C)S(=O)(=O)c3ccc(NC(C)=O)cc3)cc2)c1C	2%	5%	-22%	-1%	-38%	-11%	x	0%	-29%
CCN1CCC[C@H]1CNCCCn1cnc2c(SC)ncnc21	-2%	5%	u	1%	x	x	x	-5%	x
COc1ccc(S(=O)(=O)N2CCCCCC2)cc1C(=O)Nc1cc(C)ccn1	0%	-9%	-23%	0%	-22%	-3%	-0.8%	1%	27%
COc1ccc(CNC(=O)c2ccc3c(O)c(S(=O)(=O)c4ccccc4)c(=O)[nH]c3c2)cc1	2%	-24%	-22%	3%	-11%	0%	4.4%	-7%	12%
COc1cc(NC(=O)CCCn2c(=S)[nH]c3ccccc3c2=O)cc(OC)c1OC	6%	-13%	-19%	0%	-19%	0%[57.1 µM]	5.7%	-4%	0%[57.1 µM]
Sc1ccccc1N=Cc1cccs1	-3%	u	-29%	0%	x	x	x	-1%	x
CCOC(=O)C1CCN(C(=O)CCS(=O)(=O)Cc2ccccc2)CC1	-7%	-7%	-1%	0%	8%	-8%	0.1%	-2%	18%[57.1 µM]
C=C(C)CSc1nc(C)c(Cc2ccccc2)c(=O)[nH]1	11%	-2%	-19%	1%	6%	3%[57.1 µM]	0.0%	0%	-4%[57.1 µM]
O=C(NC1CC1)C1=C[C@@H](c2ccc(Br)cc2)C[C@@H](OCc2ccc(CO)cc2)O1	6%	u	-29%	2%	8%	-1%	0.8%	-12%	9%
CC(SCC(=O)Nc1ccc(S(=O)(=O)N2CCCCC2)cc1)C(=O)O (configuration not stated)	0%	u	-26%	-4%	-3%	-5%	-0.9%	7%	4%
CC(C)n1c(=N)c(C(=O)NCc2cccnc2)cc2c(=O)n3ccccc3nc21	0%	-28%	-6%	1%	12%	177%[activator]	-3.8%	0%	u
CC1=NN2C(=N)/C(=C\c3cc(C)n(-c4ccc(C)cc4)c3C)C(=O)N=C2S1	u	u	-19%	0%	-25%	8%[57.1 µM]	0.6%	3%	10%[57.1 µM]
COc1ccc(Cc2cnc(N)nc2N)cc1OC	x	-6%[22.9 µM]	x	6%	x	5%	x	x	8%
